# 12-LOX inh – Primary qHTS assay for inhibitors of human arachidonate 12S-lipoxygenase (ALOX12): Round 2 | AID 1671190, 2021 | Polyunsaturated fatty acid lipoxygenase ALOX12 (Homo sapiens), P18054 | purified 12hLO, xylenol orange hydroperoxide absorbance | hit rate 1.1% among 580,000 | Potency, µM (highest dose often 108 µM), for inactives: top-dose activity change, negative = inhibition, usual class: inhibitors; active = well fitted inhibition curve with a large enough effect; inconclusive = small, poorly fitted or top-dose-only effect, or another doubt; inactive = no such curve, though single readings can be large or run the other way
# Target sequence (P18054 whole entry, looked up): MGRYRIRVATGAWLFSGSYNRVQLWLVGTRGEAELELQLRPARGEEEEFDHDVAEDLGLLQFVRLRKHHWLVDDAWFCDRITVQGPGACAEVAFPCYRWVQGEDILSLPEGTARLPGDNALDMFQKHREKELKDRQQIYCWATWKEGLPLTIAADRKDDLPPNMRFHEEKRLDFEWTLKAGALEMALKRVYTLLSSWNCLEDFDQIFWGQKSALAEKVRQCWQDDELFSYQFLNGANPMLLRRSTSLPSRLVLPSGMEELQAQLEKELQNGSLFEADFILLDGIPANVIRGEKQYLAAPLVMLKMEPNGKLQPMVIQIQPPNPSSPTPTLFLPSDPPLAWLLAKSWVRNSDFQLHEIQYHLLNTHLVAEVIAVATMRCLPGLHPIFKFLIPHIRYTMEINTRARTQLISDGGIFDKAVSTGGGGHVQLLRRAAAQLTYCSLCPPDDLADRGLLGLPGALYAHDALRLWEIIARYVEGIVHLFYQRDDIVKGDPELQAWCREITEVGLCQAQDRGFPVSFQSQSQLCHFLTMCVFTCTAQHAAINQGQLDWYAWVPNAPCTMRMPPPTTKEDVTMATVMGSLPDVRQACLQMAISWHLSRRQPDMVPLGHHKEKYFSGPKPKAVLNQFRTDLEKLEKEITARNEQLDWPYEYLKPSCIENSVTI
#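 Hydroperoxide product was detected by ferrous iron/xylenol orange as the 573 to 405 nm absorbance ratio. Arachidonic acid at 40 uM (final) was turned over for 30 min at room temperature by 150 nM human 12hLO, pH 7.0 Hepes buffer, after 15 min compound preincubation.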
# An asterisk follows results filed as active; ? = inconclusive; [ ] = another dose, or the depositor's remark. % is scaled to controls: 0 for no effect and ±100 for the full control effect; potency is read from the fitted curve at half-maximal effect. A portion of the library. The share of hits here may be higher or lower than overall.
SMILES,12-LOX inh
CCOCCCNC(=O)C1CC(=O)N(CCc2c[nH]c3ccc(C)cc23)C1 (stereo not given),-0.4%
COc1ccc(C2Cn3nnc(C(=O)NC4CCCCCCC4)c3CO2)cc1 (stereo not given),?
Cc1nc(-c2ccsc2)sc1C(=O)NCc1ccccc1,12.6%
O=C(NC1CCCCC1)N1CC(=O)N2[C@H](CO)[C@@H](c3ccc(Br)cc3)[C@@H]2C1,-27.9%
CNC12CC3CC(CC(S)(C3)C1)C2,0.6%
CCC1Oc2ccc(NC(=O)c3ccccc3F)cc2CN(Cc2ccccc2F)C1=O (stereo not given),38.4%
O=C(CCCc1ccccc1)NCc1ccco1,6.3%
CC(CNC(=O)c1cc(C2CC2)nc2ccccc12)N(C)C (stereo not given),7.6%
CNCC(=O)N1CCCC(N2CCN(c3ccc(OC)cc3)CC2)C1 (stereo not given),?
CCOc1ccccc1C(=O)NC1CCN(c2cc(-c3ccc(F)cc3)[nH]n2)C1 (stereo not given),10.2%
CCc1cc(=O)oc2cc(OCC(=O)N(C)C)ccc12,?
N#Cc1nc(-c2ccc(Cl)cc2)oc1N1CCN(CCO)CC1,-17.8%
c1ccc2c(c1)OCC(CCn1ccnc1-c1cc3n(n1)CCNC3)O2 (stereo not given),15.5%
CN(Cc1ccccc1Cl)S(=O)(=O)c1cccc2nsnc12,0.7%
Cc1ccccc1C(CC(=O)Nc1cccc(-c2ccno2)c1)n1cccc1 (stereo not given),-5.9%
Cc1ccccc1NS(=O)(=O)c1c[nH]c2ccc([N+](=O)[O-])cc12,-27.4%
CCN(CCNC(=O)CCc1cc2cc(OC)ccc2[nH]c1=O)Cc1ccccc1,24.4%
CNC(=O)N1CCC(C2CCN(C(=O)NCCCOC)C2)CC1 (stereo not given),74.3%[activator]
Cc1ccccc1CN1CCC(N(C)Cc2ccccc2)CC1,0.562µM*
Cc1cc(-c2ccccc2)c2c(C)c(C)sc2n1,?
COc1ccc(-c2coc3cc(OCC(=O)Nc4nccs4)ccc3c2=O)cc1,12.7%
CN1C(=O)CCC2(CNC(=O)c3cnccn3)CCCC=C12 (stereo not given),32.8%
Cc1noc(-c2ccn3c(CNC(=O)c4ccc(N(C)C)cc4)nnc3c2)n1,24.7%
O=C(O)c1cc(F)ccc1Cl,49.3%[activator]
COc1ccc(NC(=O)CSCc2ccc(Br)cc2)c(OC)c1,2.4%

# Brought forward from above: four compounds, followed by the next part.
SMILES,12-LOX inh
CN1C(=O)CCC2(CNC(=O)c3cnccn3)CCCC=C12 (stereo not given),32.8%
Cc1noc(-c2ccn3c(CNC(=O)c4ccc(N(C)C)cc4)nnc3c2)n1,24.7%
O=C(O)c1cc(F)ccc1Cl,49.3%[activator]
COc1ccc(NC(=O)CSCc2ccc(Br)cc2)c(OC)c1,2.4%
O=C(c1ccc2c(c1)OCO2)N1CCC(c2nnc3n2CCNC3)CC1,10µM*
CNC(=O)[C@@H]1C[C@H](n2cc(CNC(=O)Nc3ccc(Cl)cc3C)nn2)CN1,29.0%
CS(=O)(=O)Oc1ccc2c(NC(N)=O)c(C(=O)c3ccc(Cl)cc3Cl)oc2c1,-18.1%[57.4 µM]
CN(C)[C@@H]1CN(C(=O)C2CCCC2)CC[C@@H]1CO,1.1%
CCCCc1ncc(-c2c(-c3ccccc3)ncn2CCCn2ccnc2)[nH]1,41.3%[activator]
Fc1cccc(Oc2ncnc3c2cnn3-c2cccc(Cl)c2)c1,-22.8%
CN(NC(=O)CCCNC(=O)c1ccc(Cl)cc1)c1ccccc1,9.6%
C=C(Br)CN1CCCC1,?
COc1ccc(NC(=O)N2C[C@@H](F)C[C@H]2C(=O)N2CCCCC2)cc1,11.9%
CCCCn1c(=O)c2c(nc(Br)n2Cc2ccccc2)n(C)c1=O,6.4%
O=C(NNC(=O)C1CCCCC1)c1cccc2cccnc12,12.0%
CS(=O)(=O)N(C1CCOCC1)C1CN(C(=O)Nc2ccccc2F)C1,33.2%[activator]
CCC(CC)NCc1cccnc1Oc1ccccc1,42.5%[activator]
COc1ccccc1CNC[C@H]1Cn2c(-c3ccccc3)cnc2CO1,39.3%[activator][176 µM]
COCCNC(=O)C1COC2(CCN(C(=O)c3ccc(F)cc3)CC2)N1C(=O)c1ccccc1 (stereo not given),31.5%[activator]
CCOC(=O)C(N/C=C(/C#N)c1cccc(F)c1)C(=O)OCC,?
CC1(C(=O)Nc2cccc3c2CCCC3)CCN1C(=O)Cc1ccccc1Cl (stereo not given),2.3%
COC(=O)CNC(=O)C(C)(C)c1cccc(C(F)(F)F)c1,-13.6%
CCOc1ccccc1NC(=O)COC(=O)c1nn(C)c(=O)c2ccccc12,-5.2%
COc1ccc(-c2ccccc2C=O)cc1,1.8%[12.5 µM]
CN(Cc1ccncc1)C1CCOc2ccccc21 (stereo not given),12.2%[176 µM]
CCc1nc2ccc(C(=O)NCCN3CCNC3=O)cn2c1N(C)CCC(C)C,3.0%
CCn1nc(C(=O)Nc2ccc3nc(SC)sc3c2)c2ccccc2c1=O,?
O=C(c1n[nH]c2ccccc12)N1CCC(c2nc(CCOCC3CCOCC3)no2)C1 (stereo not given),6.4%
O=C1c2ccccc2C(c2nnnn2-c2ccc3c(c2)OCCO3)N1CCc1ccccc1F (stereo not given),-26.9%

# Random excerpt: six entries already listed
SMILES,12-LOX inh
CN(NC(=O)CCCNC(=O)c1ccc(Cl)cc1)c1ccccc1,9.6%
Fc1cccc(Oc2ncnc3c2cnn3-c2cccc(Cl)c2)c1,-22.8%
CNCC(=O)N1CCCC(N2CCN(c3ccc(OC)cc3)CC2)C1 (stereo not given),?
COC(=O)CNC(=O)C(C)(C)c1cccc(C(F)(F)F)c1,-13.6%
CNC(=O)[C@@H]1C[C@H](n2cc(CNC(=O)Nc3ccc(Cl)cc3C)nn2)CN1,29.0%
Cc1nc(-c2ccsc2)sc1C(=O)NCc1ccccc1,12.6%

# Some of the entries so far, as labelled records:
CN(Cc1ccncc1)C1CCOc2ccccc21 (stereo not given)
  12-LOX inh = 12.2%[176 µM]
CCc1nc2ccc(C(=O)NCCN3CCNC3=O)cn2c1N(C)CCC(C)C
  12-LOX inh = 3.0%
CCn1nc(C(=O)Nc2ccc3nc(SC)sc3c2)c2ccccc2c1=O
  12-LOX inh = ?

# The results go on:
SMILES,12-LOX inh
Cc1nn2cc(CCNC(=O)C3NCCc4[nH]cnc43)nc2s1 (stereo not given),127.5%[activator]
O=C(Nc1nc(-c2ccccn2)cs1)C1CC(=O)N(c2ccccc2F)C1 (stereo not given),6.1%
Cc1oc(-c2ccc(C(=O)NCc3cccnc3)cc2)nc1CS(=O)(=O)c1ccccc1,-16.9%
CC(=O)Oc1ccc2c(C)c(-c3ccccc3)c(=O)oc2c1,-1.1%
COCC(=O)NC[C@H]1O[C@H](Cc2cc(-c3ccccn3)on2)CC[C@@H]1O,2.4%[176 µM]
CCn1c(CO)nnc1C1CC(NC(=O)c2nc(-c3ccccc3)[nH]c2C)C1 (stereo not given),6.6%
NC(=O)c1ccc(CN(C2CC2)S(=O)(=O)c2cccc3nsnc23)cc1,-2.4%
COC(=O)c1ccc(NC(=O)c2cc(=O)c3cc(C)ccc3o2)cc1,5.9%
CCOc1ccc(CN2CCN(c3nc(C)cc(NC)n3)CC2CCO)cc1 (stereo not given),52.6%[activator]
CCOc1ccc(N(C(=O)c2ccco2)S(=O)(=O)c2ccc3c(c2)oc(=O)n3C)cc1,?
CC(C)CNC1(Cc2cc(-c3cccc(O)c3)on2)COC1,1.4%[176 µM]
CCN(CC)CCCNc1oc(-c2ccccc2)nc1C#N,?
CCCS(=O)(=O)N1CCC(N2C(=O)C(OC)C23CCOCC3)CC1 (stereo not given),24.8%
Cc1nncn1C1CCN(S(=O)(=O)c2ccc(F)c(Cl)c2)CC1,23.3%
COc1ccc(CC(=O)NC2CCc3nnc(C4CC4)n3CC2)cc1 (stereo not given),51.2%[activator]
CC1(C(=O)Nc2ccccc2Br)CCN1C(=O)Cc1ccc(Cl)cc1Cl (stereo not given),?
Cc1oc(-c2ccccc2)nc1CS(=O)CC(=O)N1CCc2ccccc21 (stereo not given),?
COc1ccccc1CNC(=O)CN1CCCC(CO)(CC2CC2)C1 (stereo not given),-2.1%
O=C(CNc1ccccc1OC(F)(F)F)N1CCNC1=O,-27.3%
CCCc1ccc(C(=O)COC(=O)CNC(=O)c2ccc(C)cc2)cc1,-11.1%
O=C(CSc1ncnc2ccccc12)Nc1ccc(F)cc1F,11.1%
Cc1cccc(N2O[C@H]3C=C[C@@H]2C3)n1,-40.9%
Cc1ccc(-n2nnc(C(=O)NCCc3ccccc3)c2C2CC2)cc1,24.0%
CCCNC(=O)c1cc(-c2ccc(OC)cc2OC)nc2ccccc12,12.6µM*
COc1ccc(N2CCN(C(=O)COc3cccc(-c4nnc5n4CCCC5)c3)CC2)cc1,?

# Following part.
SMILES,12-LOX inh
CC(C)NC(=O)N[C@H]1CCN2C(=O)c3ccccc3NC(=O)[C@@H]2C1,10.8%[176 µM]
Cn1c(N2CCCCCC2)nc2c1c(=O)n(Cc1ccccc1)c(=O)n2C,-7.0%
CCc1nc2c(=O)n(CC(=O)NCc3cc(C)ccc3C)nc(C)c2s1,4.8%
CCCc1noc(-c2cn(C3CCN(C(=O)c4ccccc4)CC3)nn2)n1,8.5%
C=CCNC(=O)CC1CCCN(c2cnn(C)c(=O)c2)C1 (stereo not given),-3.3%
O=C(Cn1cccc1-c1nc(-c2ccc(F)cc2)no1)Nc1cc(F)cc(F)c1,-0.3%
Cc1noc(C)c1C1CCCN1C(=O)c1cccc(-n2cnnc2)c1 (stereo not given),14.9%
CN1C[C@H](NC(=O)NC2(c3ccccc3)CCOCC2)CCC[C@@H](C(=O)N(C)Cc2cccnc2)CC1=O,?
O=C(Cc1cc(F)c(F)c(F)c1)N1CCC(Cc2cccc(CO)c2)C1 (stereo not given),-9.8%
Cc1ccc(C(=O)N2[C@@H]3CC[C@H]2CC(NC(=O)c2cnc(C)cn2)C3)c(C)c1 (stereo not given in full),37.4%[activator]
O=C(O)CCNS(=O)(=O)c1ccc(Cl)c(Cl)c1,-41.2%
Cc1ccnc(NC(c2ccc(C(F)(F)F)cc2)c2ccc3cccnc3c2O)c1 (stereo not given),?
CCCCNC(=O)C1(C)CCN1C(=O)c1cc2ccccc2s1 (stereo not given),?
COC(=O)c1cc2n(n1)CC(C)(C(=O)NC1CCCCCC1)N(CCc1cccs1)C2=O (stereo not given),-2.2%
CCCCN(C(=O)C(=O)c1c(C)[nH]c2ccccc12)c1ccccc1,-2.4%
CN(C)c1ccc(C=O)c(Oc2ccccc2)c1,-3.2%
COc1ccc(Cl)cc1C(=O)NCc1nnc2cc(-c3nc(C(C)C)no3)ccn12,26.3%
COC(=O)[C@]12C[C@H](CC(=O)NCc3ccc(C)o3)C(=O)N(CCc3ccc(OC)c(OC)c3)C1=C[C@H](C(C)C)O[C@@H]2C1CC1,7.0%
COc1cccc(CNC(=O)[C@H]2CCCN2)c1,-0.4%
CC1=CCC2C(C)(C)CCCC2(C)C1CC/C(C)=C/CC/C(C)=N/NC(N)=O (stereo not given),?
CN(CCOc1ccc(F)cc1)C(=O)c1n[nH]c(=O)c2ccccc12,-1.9%
COc1ccc(CN2C[C@@H](F)[C@@H](OCc3nc4ccc(F)cc4[nH]3)C2)cn1,46.8%[activator][176 µM]
COCCn1ncc(N2CCCC(CC(=O)NCC3CC3)C2)cc1=O (stereo not given),3.1%
O=C(C1CC1)N1CCC(c2nn(-c3ccccc3)c(=O)[nH]2)CC1,-27.7%[176 µM]
Cc1nc2ccccc2c(Cl)c1C/C=C/Cl,2.9%
Cn1cc(CCOCc2ccccn2)c2ccccc21,-23.7%

# Assay outcomes as filed in PubChem.
